RGS4 pot – RGS4 potentiation or activation. 310,000 compounds, 0.92% hits. HEK293 M3R/inducible RGS4, carbachol calcium flux Fluo4; stronger effect = lower value. AID 463111. B-score at 10 µM;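 active = B-score of the integrated calcium signal more than 4 SD below the library mean, with starting fluorescence not abnormally high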;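 also: negative B-score means reduced calcium response which marks RGS4 activation or potentiation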
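test system = HEK293 cells with stable M3R and inducible RGS4 | schedule = recording 10 s baseline at 1 Hz, 100 s post-agonist | technique = Fluo4-AM (2 µM) calcium-flux fluorescence, kinetic read | measure = Agonist-evoked peak-minus-minimum fluorescence over baseline, integrated ratio, B score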
TRPC6 inhibitor – blocks the mouse TRPC6 cation channel; Q61143; HEK293-TRPC6, membrane potential dye, ACh-evoked depolarization; stronger effect = lower value; B-score at 10 µM; 310,000 compounds, 1.1% hits;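 active = B-score under library mean minus 3 SD, initial fluorescence not abnormally high, positive integrated signal ratio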;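 also: B-score derived from integrated fluorescence ratio over the kinetic read; more negative B-score means stronger inhibition of depolarization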
Target sequence (Q61143 whole entry, looked up): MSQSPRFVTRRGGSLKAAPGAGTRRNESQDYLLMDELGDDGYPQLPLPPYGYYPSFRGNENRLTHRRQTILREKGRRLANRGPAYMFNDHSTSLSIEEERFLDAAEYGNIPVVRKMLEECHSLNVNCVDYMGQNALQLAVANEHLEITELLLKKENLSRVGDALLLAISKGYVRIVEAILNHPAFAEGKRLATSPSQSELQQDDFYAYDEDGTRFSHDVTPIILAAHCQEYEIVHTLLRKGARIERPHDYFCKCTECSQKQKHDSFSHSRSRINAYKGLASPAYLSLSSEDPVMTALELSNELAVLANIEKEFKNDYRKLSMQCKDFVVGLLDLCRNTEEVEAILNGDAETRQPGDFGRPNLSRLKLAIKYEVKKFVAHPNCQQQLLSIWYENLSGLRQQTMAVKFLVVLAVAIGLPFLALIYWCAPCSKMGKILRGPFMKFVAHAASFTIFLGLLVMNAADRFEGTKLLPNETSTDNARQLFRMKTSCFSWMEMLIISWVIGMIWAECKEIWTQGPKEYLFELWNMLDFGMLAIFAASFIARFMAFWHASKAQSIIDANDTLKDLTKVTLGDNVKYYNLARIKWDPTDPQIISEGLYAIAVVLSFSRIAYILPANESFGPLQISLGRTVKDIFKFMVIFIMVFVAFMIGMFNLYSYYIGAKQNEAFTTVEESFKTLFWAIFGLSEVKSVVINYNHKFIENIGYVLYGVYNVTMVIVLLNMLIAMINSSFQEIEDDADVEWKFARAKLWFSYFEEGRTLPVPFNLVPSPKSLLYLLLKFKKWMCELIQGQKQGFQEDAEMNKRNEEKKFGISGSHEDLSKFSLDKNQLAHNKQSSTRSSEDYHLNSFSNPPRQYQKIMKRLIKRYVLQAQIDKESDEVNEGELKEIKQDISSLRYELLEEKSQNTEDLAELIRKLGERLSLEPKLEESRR
MrgX1 allo act – human MrgX1 positive allosteric modulation, primary screen | Q96LB2 | B-score at 10 µM | 310,000 compounds, 0.63% hits | MrgX1-HEK293, Fluo-4 calcium flux, FDSS; stronger effect = higher value;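 active = plate-corrected calcium response at least 3 library SD above typical, normal starting fluorescence, not activating the receptor alone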;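 also: compound read alongside a low EC10 to EC30 dose of BAM8-22 agonist; peak minus trough fluorescence over baseline measured at the second addition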
RGS4 inh – inhibitors of human RGS4; B-score at 10 µM; P49798; 310,000 compounds, 0.45% hits; HEK293 M3R/RGS4 inducible, Fluo-4 calcium flux; stronger effect = higher value; triggered by carbachol at its EC20;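 active = B-score, a plate-corrected calcium signal, over three deviations above library mean, with baseline fluorescence within five deviations of library mean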;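 also: RGS4 expression induced by doxycycline in cells with stable M3 receptor; B-score is computed from the integrated fluorescence ratio over baseline after carbachol; higher B-score means a larger calcium signal and so more RGS4 inhibition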
Target sequence (P49798 whole entry, looked up): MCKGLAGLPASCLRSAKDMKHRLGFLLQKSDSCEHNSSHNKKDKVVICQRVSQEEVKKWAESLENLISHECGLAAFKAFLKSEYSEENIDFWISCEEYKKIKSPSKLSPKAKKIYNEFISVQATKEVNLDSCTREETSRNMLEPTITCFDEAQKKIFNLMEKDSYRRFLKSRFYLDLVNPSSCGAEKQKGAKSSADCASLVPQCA
ANO1 block – inhibitors of mouse TMEM16A calcium-activated chloride channel; Q8BHY3; HEK293 TMEM16A/YFP iodide influx fluorescence, ionomycin; normalized B-score (activity score, 25-100; higher = stronger inhibition) at 10 µM; 310,000 compounds, 1.2% hits; AID 588511;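 active = ratio plate-corrected score three or more library SD toward inhibition, starting fluorescence score within five deviations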;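 also: score derived from kinetic fluorescence span divided by baseline fluorescence per well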
HDAC3 inh – human HDAC3 inhibition; O15379; recombinant HDAC3, fluorogenic peptide/trypsin coupled, fluorescence; inhibition, % at 8.3 µM; 320,000 compounds, 0.15% hits; in the data active = inhibition above about 26%, passing the limit was not always enough; inconclusive = no clear call, values can overlap the other calls
MrgX1 antag – blocks BAM8-22 activation of human MrgX1 receptor; Q96LB2; MRGX1-HEK293 calcium flux, Fluo-4, BAM8-22 antagonism; stronger effect = lower value; B-score at 10 µM; 310,000 compounds, 1.3% hits; AID 588676;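 active = calcium-response B-score plate-corrected more than 3 library SD below zero, starting fluorescence within 5 deviations, no agonist response on first addition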;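 also: peak minus trough fluorescence over baseline after final BAM8-22 challenge near maximal dose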
TRPC6 act – activators of mouse TRPC6 channel | 310,000 compounds, 0.13% hits | AID 2550 | HEK293-TRPC6 membrane potential dye fluorescence; stronger effect = higher value | B-score at 10 µM | Q61143;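 active = B-score of the integrated fluorescence ratio above library mean plus 3 SD, and starting fluorescence ratio within library mean plus 5 SD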;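 also: higher score means more depolarization so channel activation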
TMEM16A act – activates or potentiates the mouse TMEM16A chloride channel | Q8BHY3 | HEK293 TMEM16A/YFP-H148Q/I152L, iodide quench fluorescence; stronger effect = lower value | B-score at 10 µM | 340,000 compounds, 0.3% hits | AID 623877;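 active = fluorescence-ratio B-score plate-corrected deviation score at least 3 library SD below zero, with starting fluorescence score within 5 deviations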;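 also: channel opened by trigger with iodide after compound preincubation; score built on the fluorescence ratio of max minus min over baseline; more negative score means more quench and so TMEM16A activation or potentiation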
MrgX1 ag – activates human MrgX1 receptor signaling; Q96LB2; MrgX1-HEK293 cells, Fluo-4 calcium fluorescence, agonist mode; stronger effect = higher value; B-score at 10 µM; 310,000 compounds, 0.44% hits; AID 588627;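 active = calcium response B-score plate-corrected fluorescence ratio at least 3 library SD, with starting fluorescence B-score inside 5 SD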
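Material: MrgX1-expressing HEK293 cells / Dosing: compound as first of three additions / Incubation: overnight seeding, then 1 h dark dye loading / Signal: Fluo-4 NW calcium fluorescence / Evaluation: B-scored fluorescence response ratio / Benchmarks: positive and negative control wells on each plate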
SKKanGAS inh – blocks kanamycin growth of S. pyogenes SKKanGAS strain | BacTiter-Glo, 6 h | inhibition, % at 7.5 µM | 300,000 compounds, 1.3% hits | AID 1662;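 active = mean replicate score, as percent of positive control median, at least 50; inconclusive = mean below 50 but one replicate at or above 50; inactive = mean and every replicate below 50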;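 also: strain carries kanamycin resistance gene driven by streptokinase promoter and grows in 40 µg/ml kanamycin; loss of luminescence reflects streptokinase promoter inhibition or plain growth inhibition; 0% = median of DMSO wells and 100% = positive control at its reference dose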
An asterisk follows results filed as active; i = inactive; ? = inconclusive; nt = not tested or not shown.

SMILES	RGS4 pot	TRPC6 inhibitor	MrgX1 allo act	RGS4 inh	ANO1 block	HDAC3 inh	MrgX1 antag	TRPC6 act	TMEM16A act	MrgX1 ag	SKKanGAS inh
COC(=O)c1ccc(C(=O)OC)c(NC(=O)c2cnc3n(c2=O)CCS3)c1	i	i	i	i	i	-6.0	i	i	i	i	-10.0
CCOC(=O)c1[nH]c(C)c(C(=O)NCCN2CCOCC2)c1C	i	i	i	i	i	0.8	i	i	i	i	-13.3
CC(C)(C)NC(=O)C1c2ccccc2Oc2ccccc21	i	i	i	i	i	9.7	i	i	i	i	1.9
COc1ccc(C2Nc3ccccc3C(=O)N2NC(C)=O)cc1OC (stereo not drawn)	i	i	i	i	i	-14.5	i	i	i	i	2.7
Cc1ccc(-c2nc3ccccc3s2)cc1S(=O)(=O)N1CCCC1	i	i	i	i	i	1.5	i	i	i	i	-3.4
CCOc1ccccc1NC(=O)C1CCC(CNc2c(N3CCOCC3)c(=O)c2=O)CC1 (stereo not drawn)	i	i	i	i	i	4.3	i	i	i	i	0.3
COc1ccc(NC(=O)C2C3CCC(C3)C2C(=O)O)cc1OC (stereo not drawn)	i	i	i	i	i	-0.1	i	i	i	i	4.4
COC(OC)c1ccnc(-c2ccc(OC(=O)c3ccccc3)cc2)n1	i	i	i	i	i	7.7	-9.24*	i	i	i	29.4
O=C(NCCc1ccccc1F)C1CCCN(c2nc3ccccc3s2)C1 (stereo not drawn)	i	i	i	i	i	-2.8	i	i	i	i	8.5
CC1CC(C)CN(C(=O)COC(=O)c2cccc([N+](=O)[O-])c2)C1 (stereo not drawn)	i	i	i	i	i	-3.7	i	i	i	i	-1.6
O=C(Nc1cccc(F)c1)C1CCN(S(=O)(=O)c2cccc3nonc23)CC1	i	i	i	i	i	-8.0	i	i	i	i	5.8
O=C(CSc1nnnn1C1CCCC1)Nc1ccc(F)cc1	i	i	i	i	i	0.4	i	i	i	i	-0.5
O=C(Nc1ccon1)c1cc2c(s1)CCCC2	i	i	i	i	i	2.6	i	i	i	i	-3.1
COc1ccc(C2NC(=O)c3n[nH]c(C)c32)c(OC)c1 (stereo not drawn)	i	i	i	i	i	6.8	i	i	i	i	-1.7
CCOC(=O)C1=NN(C(=O)Cc2ccccc2)C(O)(C(C)(C)C)C1 (stereo not drawn)	i	i	i	i	i	9.5	i	i	i	i	7.7
COc1ccc(OC)c(Nc2nnc(C)c(=O)[nH]2)c1	i	i	i	i	i	?	i	i	nt	i	-9.8
COc1ccc(CC(=O)N2CCc3ccccc32)cc1	i	i	i	i	i	0.5	i	i	i	i	-4.7
O=C(CN1C(=O)c2ccccc2C1=O)NCC1COc2ccccc2O1 (stereo not drawn)	i	i	i	i	i	1.3	i	i	i	i	0.1
N#Cc1c2n(c3c(=O)n(Cc4ccccc4Cl)cnc13)CCCCC2	nt	nt	i	nt	i	6.6	i	nt	i	i	nt
COC(=O)C1=CN(CC2CCCO2)C=C(C(=O)OC)C1c1ccccc1C(F)(F)F (stereo not drawn)	i	i	i	i	i	-48.1	i	i	i	i	17.6
COCC(=O)Nc1cc([N+](=O)[O-])ccc1C	i	i	i	i	i	6.5	i	i	i	i	0.1
Cc1nc([N+](=O)[O-])c(C(=O)OCc2ccccc2)n1C	i	i	i	i	i	2.4	i	i	i	i	3.6
O=[N+]([O-])c1cc(C(F)(F)F)ccc1NC1CCN(Cc2ccccc2)CC1	i	i	i	i	i	3.9	i	i	i	i	23.1
COc1cccc(Nc2n[nH]c(=S)s2)c1	i	i	i	i	i	?	i	i	i	i	-1.8
CN(C)/C=C/C(=O)c1cccc(Cl)c1	i	i	i	i	i	6.6	i	i	i	i	-1.0
(more compounds)
SMILES	RGS4 pot	TRPC6 inhibitor	MrgX1 allo act	RGS4 inh	ANO1 block	HDAC3 inh	MrgX1 antag	TRPC6 act	TMEM16A act	MrgX1 ag	SKKanGAS inh
NC(=O)CC(NC(=O)Cc1ccc(Br)cc1)c1ccc(NCCN2CCOCC2)c([N+](=O)[O-])c1 (stereo not drawn)	i	i	i	i	i	2.0	i	i	i	i	0.1
O=c1c(-c2ccccc2)coc2c(CN3CCCC3)c(O)ccc12	i	i	i	i	i	-33.7	i	i	i	i	6.8
Cc1ccc(C)n1-c1ccc(C(=O)NC2CCN(Cc3ccccc3)CC2)cc1	i	-5.09*	i	i	i	6.4	i	i	i	i	-3.3
CNS(=O)(=O)c1cccc(C(=O)NCC2(N3CCOCC3)CCCCC2)c1	i	i	i	i	i	0.1	i	i	i	i	2.8
CN(C)S(=O)(=O)c1ccc(C(=O)NCCSc2ccc(Br)cc2)cc1	i	i	i	i	i	-5.7	i	i	i	i	-17.5
Cc1cc([N+](=O)[O-])ccc1NCc1cccc([N+](=O)[O-])c1	i	i	i	i	i	-3.4	i	i	i	i	5.0
COc1ccc(NC(=O)c2[nH]c(C)c(C(C)=O)c2C)cc1Cl	i	i	i	i	i	2.3	i	i	i	i	3.3
COc1ccc(S(=O)(=O)N2CCN(C)CC2)cc1NC(=O)c1ccccc1F	i	i	i	i	i	7.6	i	i	i	i	-2.3
CC(=O)Nc1ccc(S(=O)(=O)C(C#N)c2nc3ccccc3nc2NCCO)cc1 (stereo not drawn)	i	i	i	i	i	-126.0	i	i	i	i	-0.5
COc1cccc(CC(=O)Nn2c(C)nc3ccccc3c2=O)c1	i	i	i	i	i	0.2	i	i	i	i	0.4
O=C(C1CCN(S(=O)(=O)Cc2ccccc2)CC1)N1CCCc2ccccc21	i	-5.01*	i	i	i	-10.1	i	i	i	i	1.2
COC(=O)c1cc(NC(=O)c2ccccc2F)cc(C(=O)OC)c1	i	i	i	i	i	0.9	i	i	i	i	-16.3
Cc1cc(C)n2nc(C(=O)N3CCCC(CNS(=O)(=O)c4cccs4)C3)cc2n1 (stereo not drawn)	i	i	i	i	i	11.6	i	i	i	i	-1.8
CSc1nc(C)cc(SC(C(C)=O)C(=O)Nc2ccccc2)n1 (stereo not drawn)	i	i	i	i	i	2.7	i	i	i	i	5.4
Cc1c(NC(=O)CN2C(=O)c3ccc([N+](=O)[O-])cc3C2=O)c(=O)n(-c2ccccc2)n1C	i	i	i	i	i	-0.2	i	i	i	i	0.6
O=C(COC(=O)c1ccccc1-n1cnnn1)c1ccc(Br)cc1	i	i	i	i	i	4.5	i	i	i	i	-2.0
O=C(Nc1ccc(Cl)cn1)c1ccc(-c2cc(Cl)ccc2Cl)o1	i	i	i	i	i	2.9	i	i	i	i	-10.1
O=C(O)CC(C(=O)O)c1ccc(OCCCCOc2ccc(C(CC(=O)O)C(=O)O)cc2)cc1 (stereo not drawn)	i	i	i	i	i	5.0	i	i	i	i	2.5
Cc1csc(SCC(=O)NC2CCCCC2)n1	i	i	i	i	i	6.8	i	i	i	i	-3.2
CCCCOC(=O)c1ccc(NC(=S)NC(=O)c2ccco2)cc1	i	i	i	i	i	6.3	i	i	i	i	3.7
CCc1ccc(N2CC(C(=O)Nc3cc(C)ccc3F)CC2=O)cc1 (stereo not drawn)	i	i	i	i	i	0.8	-6.86*	i	i	i	-4.8
Cc1cc([N+](=O)[O-])nn1CC(=O)NCCCn1ccnc1	i	i	i	i	i	-1.3	i	i	i	i	3.5
Cc1ccc(OC(F)F)c(NC(=O)Nc2ccc3c(c2)OCO3)c1	i	i	i	i	i	-2.8	i	i	i	i	3.9
CCOc1ccc(NC(=O)CNC(=O)COc2ccccc2)cc1	i	i	i	i	i	-2.0	i	i	i	i	-1.6
COC(=O)C1CSC(C(=O)OC)N1C(=O)Nc1c(C)cccc1C (stereo not drawn)	i	i	i	i	i	2.4	i	i	i	i	-3.8
(next part)
SMILES	RGS4 pot	TRPC6 inhibitor	MrgX1 allo act	RGS4 inh	ANO1 block	HDAC3 inh	MrgX1 antag	TRPC6 act	TMEM16A act	MrgX1 ag	SKKanGAS inh
Cc1ccc(C(=O)CSc2nnc(-c3ccco3)n2Cc2ccccc2)cc1	i	i	i	i	i	9.2	i	i	i	i	2.8
CSCCC(NC(=O)c1cccc(C)c1)C(=O)OCC(=O)NC(=O)c1cccn1C (stereo not drawn)	i	i	i	i	i	-10.6	i	i	i	i	8.3
O=C(CSc1nnc2n1CCCN2C(=S)Nc1ccc(Cl)cc1)c1ccccc1	i	i	i	i	i	2.8	i	i	i	i	5.1
CCn1c(COc2ccc3c(c2)OCO3)nnc1SCC(=O)c1ccccc1	i	i	i	i	i	1.5	i	i	i	i	-2.8
COC(=O)c1ccccc1NC(=O)CCCn1nc([N+](=O)[O-])c(Br)c1C	i	i	i	i	i	-9.1	i	i	i	i	-0.6
CN1C(=O)C(C)(C)c2cc(S(=O)(=O)NCC3CCC(C(=O)NCc4ccc(F)cc4)CC3)ccc21 (stereo not drawn)	i	i	i	i	i	-6.0	i	i	i	i	0.3
Cc1cc(OCC(=O)N[C@@H](CSCc2ccccc2)C(=O)O)c2c(C)c(C)c(=O)oc2c1	i	i	i	i	i	-18.3	i	i	i	i	7.0
COc1ccc(CCC(=O)NCCc2cn3c(C)csc3n2)cc1	i	i	i	i	i	nt	i	i	i	i	-0.6
CCOC(=O)N1CCN(C(=O)c2ccc(N(C)S(C)(=O)=O)cc2)CC1	i	i	i	i	i	-3.3	i	i	i	i	-7.1
Cc1ccccc1N1C(=O)CC(Sc2nnc(-c3ccccc3)o2)C1=O (stereo not drawn)	i	i	i	i	i	-6.2	i	i	i	i	-5.2
CC1(C)C2CCC1(CS(=O)(=O)NCc1ccc(S(N)(=O)=O)cc1)C(=O)C2 (stereo not drawn)	i	i	i	i	i	5.2	i	i	i	i	1.1
COC(=O)C1=C(C)NC(=O)NC1c1ccsc1 (stereo not drawn)	i	i	i	i	i	-2.4	i	i	i	i	2.2
Cc1ccccc1NC(=S)N1CCC(C(=O)c2ccc(F)cc2)CC1	i	i	i	i	i	2.1	i	i	i	i	-1.4
N/C(=N\c1nc2ccccc2o1)NC(=O)c1cccc(Cl)c1	i	i	i	i	i	-8.0	i	i	i	i	1.1
Cc1ccc(-n2c(-c3ccccc3)nnc2-c2cccs2)cc1	i	i	i	i	i	-4.3	i	i	i	i	-1.8
COC(=O)c1ccc(NC(=O)C(=O)N2CCN(C(=S)Nc3ccccc3OC)CC2)cc1	i	i	i	i	i	-2.9	i	i	i	i	-0.3
CC(C)CN1CCN(Cc2ccc(Oc3ncccn3)cc2)CC1CCO (stereo not drawn)	i	i	i	i	i	?	i	i	i	i	6.3
O=C(NCc1ccc(C(F)(F)F)cc1)C12CN(Cc3ccccc3)CC1C(c1cccc([N+](=O)[O-])c1)=NO2 (stereo not drawn)	i	i	i	i	i	-0.2	i	i	i	i	12.5

Bioassay records: PubChem, several laboratories
